PKA-R1A act: activators of PKA-R1A holoenzyme, primary screen, biochemical, fluorescence polarization, Cy5-IP20, bovine R1A, mouse PKAc; cAMP-dependent protein kinase type I-alpha regulatory subunit (Bos taurus) + …; PKA-R1A dissociation; scaled: DMSO 0%, 113 µM cGMP 100%; activation, % at 11.4 µM; actives 0.083% (n = 340,000);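 active = percent activation above the mean of all tested compounds plus 3 SD, cut at about 19% in these data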;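 also: higher means more PKAc released from R1A so a rise in polarization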
Arr AP2 block: inhibitors of beta-arrestin/AP2 binding, primary screen, biochemical, GPCR trafficking, flow cytometry; beta-arrestin 1 C-terminal peptide binding to AP2 beta2-adaptin appendage (human); FITC-arrestin peptide / GST-AP2 beads; AP2 beta2 appendage carries R879A mutation; inhibition, % at 10 µM; actives 0.31% (n = 340,000); AID 504490, 2011;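 active = inhibition above a set limit, near 3 SD of compounds lacking own fluorescence, cut at about 54% in these data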;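 also: plate controls were DMSO wells for no effect and 5 µM unlabelled arrestin peptide for full effect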
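System: GST-tagged AP2 beta2-adaptin appendage (R879A) on 4 µm glutathione beads / Reagent: FITC-arrestin peptide, 50 nM / Detection: HyperCyt-sampled flow cytometry, FL1 channel, ex 488/em 535 nm / Timing: 12 min plus 1 h, RT / Buffer or medium: PBS plus Tween 20 (0.05%) and BSA (0.1%)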
SR-BI DiI inh: inhibitors of SR-BI mediated HDL lipid uptake, primary screen, ldlA[mSR-BI] cells, fluorescence, single point. Scavenger receptor class B member 1 (Mus musculus), Q61009. actives 0.96% (n = 320,000). ldlA[mSR-BI] CHO cells, DiI-HDL uptake fluorescence, 3 h. inhibition, % at 12.5 µM;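 active = mean replicate inhibition of at least 70% and a set share of replicates each scoring 70 or more; inconclusive = meets just one of the two criteria; inactive = fails both criteria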;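 also: 0% = median of neutral control wells and 100% = median of positive control wells; values of inactives mirror those of a sister screen read the other way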
dFosB activator: activators of delta FosB homodimer, primary screen, biochemical, fluorescence polarization, TAMRA-CDK5 oligo, single point. Protein FosB (Mus musculus), P13346. purified delta FosB; percent of positive-control signal above neutral wells. activation, % at 25 µM. actives 0.99% (n = 340,000). AID 493131, 2011;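 active = mean activation above about 17%, with every replicate also reaching it, limit read from the data, passing the limit was not always enough; inconclusive = only one of the two conditions met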;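 also: fluorescence polarization rise as delta FosB binds a TAMRA Cdk5 AP-1 oligo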
NSD2 HMT inh: NSD2 histone methyltransferase inhibitors, primary screen, biochemical, AlphaScreen, single concentration, set 2. Histone-lysine N-methyltransferase NSD2 (Homo sapiens), O96028. actives 0.54% (n = 310,000). NSD2 peptide methylation, 120 min. inhibition, % at 12.5 µM; in the data active = inhibition above about 50%
CDK5 inh: inhibitors of human CDK5/p35 kinase, primary screen, biochemical, single concentration | AID 488839, 2010 | inhibition, % at 10 µM | Recombinant CDK5/p35, ADP-Glo luminescence, 60 min | actives 0.01% (n = 330,000);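 active = highest replicate inhibition of at least 50% and at least 75% of replicates reaching 50%; inconclusive = only one of the two criteria met; inactive = both criteria failed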;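 also: plate controls were DMSO neutral control for no effect and GW8510 at 10 µM for full effect; many of its hits are not listed in these tables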
Target sequence (Q00535 whole entry, looked up): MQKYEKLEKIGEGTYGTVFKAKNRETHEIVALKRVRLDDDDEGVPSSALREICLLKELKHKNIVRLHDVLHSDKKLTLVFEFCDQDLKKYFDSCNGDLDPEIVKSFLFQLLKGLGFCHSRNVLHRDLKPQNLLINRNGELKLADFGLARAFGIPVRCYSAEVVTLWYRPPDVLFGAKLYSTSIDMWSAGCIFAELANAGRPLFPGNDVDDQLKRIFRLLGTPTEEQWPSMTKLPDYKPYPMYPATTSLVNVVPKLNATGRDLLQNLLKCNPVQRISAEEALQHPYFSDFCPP
Target sequence (Q15078 whole entry, looked up): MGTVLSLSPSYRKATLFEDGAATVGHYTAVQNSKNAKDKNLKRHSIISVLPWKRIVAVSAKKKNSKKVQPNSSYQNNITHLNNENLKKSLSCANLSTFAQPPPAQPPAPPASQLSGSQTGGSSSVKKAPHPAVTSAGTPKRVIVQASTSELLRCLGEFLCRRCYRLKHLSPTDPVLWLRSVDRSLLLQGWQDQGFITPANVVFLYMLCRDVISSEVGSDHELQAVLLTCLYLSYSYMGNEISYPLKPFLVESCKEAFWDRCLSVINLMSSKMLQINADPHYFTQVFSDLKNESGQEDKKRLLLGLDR
PKA-R2B act: activators of PKA-R2B holoenzyme, primary screen, biochemical, fluorescence polarization, Cy5-IP20, human. cAMP-dependent protein kinase catalytic subunit beta (Homo sapiens) + cAMP-dependent …. PKA-R2B holoenzyme dissociation; R2B truncated from residue 108, S112A mutant; 0% DMSO only, 100% 113 µM cGMP. activation, % at 11.4 µM. actives 0.079% (n = 340,000). AID 504700, 2011;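 active = activation above a cutoff set at the mean over all compounds plus 3 SD, cut at about 18% in these data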;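 also: higher means more holoenzyme dissociation and a rise in polarization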
Target sequence (P31323 whole entry, looked up, other chains not shown, the tested form may be a part): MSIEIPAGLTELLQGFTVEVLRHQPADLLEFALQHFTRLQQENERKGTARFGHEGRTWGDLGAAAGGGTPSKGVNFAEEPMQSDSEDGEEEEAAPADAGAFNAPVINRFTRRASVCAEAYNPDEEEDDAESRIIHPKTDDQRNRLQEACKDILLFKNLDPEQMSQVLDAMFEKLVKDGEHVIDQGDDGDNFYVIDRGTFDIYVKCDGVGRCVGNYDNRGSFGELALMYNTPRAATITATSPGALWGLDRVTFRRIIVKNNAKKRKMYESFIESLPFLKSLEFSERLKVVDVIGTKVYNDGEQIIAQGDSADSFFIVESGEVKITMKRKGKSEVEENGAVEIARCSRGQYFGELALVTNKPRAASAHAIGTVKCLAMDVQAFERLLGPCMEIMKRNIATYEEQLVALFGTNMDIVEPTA
Pemphigus Ab inh: inhibitors of pemphigus antibody binding to DSG3, primary screen, biochemical, bead-based, flow cytometry, scFv-GFP; actives 0.48% (n = 310,000); Desmoglein-3 (Homo sapiens), P32926; DSG3-coupled beads, scFv-anti-DSG3-GFP binding; active compounds read low; binding (percent of control), % at 10 µM;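 active = binding more than 3 SD below its plate's average and above zero; inconclusive = below that plate limit but binding exactly zero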;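 also: hits lower antibody fragment binding to DSG3; some compounds called inactive have numbers as strong as hits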
MITF TRPM1 HTS: activators of MITF-driven TRPM1 promoter reporter, primary screen, cell-based, SK-MEL-5, luciferase, single point; SK-MEL-5 TRPM1-promoter luciferase, 24 h; % of positive control, neutral wells = 0; activation, % at 12.5 µM; actives 0.75% (n = 300,000);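 active = mean activation of at least 80% with every replicate also reaching 80%; inconclusive = mean reaches 80% but some replicate falls short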;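 also: 0% = neutral control wells and 100% = parthenolide positive control wells; values of inactives mirror those of a sister screen read the other way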
SR-BI uptake up: activators of SR-BI mediated DiI-HDL uptake, primary screen, ldlA[mSR-BI] CHO cells, DiI fluorescence. activation, % at 12.5 µM. actives 0.096% (n = 320,000). 3 h; 100 = double the neutral-control signal;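 active = mean replicate activation of at least 60% and every replicate at or above 60%; inconclusive = mean or all-replicate condition met, but not both; inactive = mean below 60% and not all replicates reaching 60%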;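 also: 0% = median plate neutral-control signal and 100% = twice that signal; values of inactives mirror those of a sister screen read the other way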
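Test system: SR-BI-overexpressing, LDLR-lacking CHO cells. Measured by: DiI fluorescence, bottom read. Medium: Ham's F12 with 0.5% BSA, HEPES 25 mM, pH 7.4. Timing: 3 h uptake period with compound, 37 °C.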
Mot1-301 SUMO: yeast Mot1-301 growth rescue at high temperature, primary screen, SUMOylation pathway inhibitor project, S. cerevisiae, ATP luminescence, 38.5C; actives 1% (n = 320,000); growth rescue, % at 18.8 µM; S. cerevisiae Mot1-301 growth rescue; percent above DMSO median, 100 means doubled;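 active = every valid replicate shows activation above 250% relative to neutral control wells; inactive = the rest, any valid replicate at or below 250%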;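 also: OY570 slx delta 5 strain wells were the positive control but not used for scaling; some compounds called inactive have numbers as strong as hits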
* hit, by the source's call; u = inconclusive; x = no result given. Compounds were not picked by outcome; 4.7% or so of the library scored in one or more.

SMILES	PKA-R1A act	Arr AP2 block	SR-BI DiI inh	dFosB activator	NSD2 HMT inh	CDK5 inh	PKA-R2B act	Pemphigus Ab inh	MITF TRPM1 HTS	SR-BI uptake up	Mot1-301 SUMO
Cc1csc(NC(=O)CSc2nnc(NC(=O)COc3ccccc3)s2)n1	-5	-6	6	-1	-2	0.0	-12	94	8	-6	9
O=C(NCc1cccnc1)C1CC(=O)N(CCc2ccccc2)C1 (configuration not stated)	5	10	-9	-8	x	0.8	-4	96	5	9	-4
O=C(N/N=C\c1ccccn1)c1ccccc1O	-1	4	-21	-3	-10	0.5	-5	88	10	21	-9
CC(=O)Nc1cccc(N)c1	4	-8	-8	0	x	0.5	0	104	-6	8	-5
O=C1CCCN1CCCNC(=S)Nc1cccc2ccccc12	10	12	4	-3	17	-0.7	2	131	-15	-4	20
CC(Oc1ccccc1)C(=O)NC1CCCCCCC1 (configuration not stated)	1	-4	-23	-6	-1	-1.0	6	104	-8	23	-7
CCCCCc1cc(O)c2c(C)cc(=O)oc2c1	1	-1	23	-2	0	-0.4	-1	103	6	-23	-14
Cc1ccc(S(=O)(=O)NCCc2cccs2)cc1	8	5	-5	6	-2	-1.1	9	97	9	5	7
CS(=O)(=O)N1CCC(C(=O)N2CCN(c3cccc(Cl)c3)CC2)CC1	-3	-11	8	-7	-2	1.5	-10	93	1	-8	-5
CCc1ccc(OCCNc2cc(N3CCNC(C)C3)ccc2[N+](=O)[O-])cc1 (configuration not stated)	3	-1	-8	45*	6	0.1	-9	x	-78	8	19
Cc1ccccc1-n1c(-c2ccc(Cl)cc2)cnc1SCC(=O)NC1CCS(=O)(=O)C1 (configuration not stated)	1	16	-25	-19	6	0.8	-14	102	5	25	13
Cc1ccc(NC(=O)CCN2CCN(C)CC2)cc1	-6	13	-34	3	2	1.1	-5	122	x	34	18
Cc1nc(-c2ccncc2)nc(NCCNc2ccc(C(F)(F)F)cn2)c1Cl	10	13	15	-3	-4	0.8	0	96	-1	-15	4
Cc1nnc(NC(=O)CSc2ccc(-c3cccnc3)nn2)s1	-5	0	x	-17	x	-0.6	-16	103	-11	x	-26
CN(C)C(=S)N=c1ssc(=S)n1Cc1ccco1	-10	-16	1	0	-7	-1.2	-2	92	x	-1	x
Cn1nc(C(=O)OCC(=O)c2ccc(Br)cc2)c2ccccc2c1=O	10	-10	2	2	2	-0.4	2	98	-4	-2	6
O=C(Nc1cccc(S(=O)(=O)N2CCCCC2)c1)c1ccc2ccccc2n1	6	2	35	-5	-2	0.4	2	128	29	-35	-8
Cc1cc(-c2ccccc2)nc2c(Br)c(=O)[nH]n12	-6	0	x	7	x	-1.8	1	87	-11	x	12
CCOc1ccc(N(CC(=O)Nc2ccccc2F)S(=O)(=O)c2c(C)[nH]c(=O)[nH]c2=O)cc1	-3	21	2	-3	10	-0.6	-5	99	0	-2	-14
COc1ccc(S(=O)(=O)Nc2c(C)n(C)n(-c3ccccc3)c2=O)cc1Br	6	-13	-70	-3	-2	0.7	-5	89	-5	u	-19
CCOc1ccc(NC(=O)N(CCN(C)C)C(C)c2ccncc2)cc1 (configuration not stated)	6	5	-23	-1	x	0.0	-10	100	2	23	-26
CS(=O)(=O)c1ccc2nc(NC(NC(=O)c3ccco3)(C(F)(F)F)C(F)(F)F)sc2c1	4	24	-26	-3	-3	1.8	6	104	3	26	-13
CC(=O)c1c(C)[nH]c(C(=O)Nc2ccc(Cl)cc2F)c1C	-5	0	24	-8	-2	0.7	-4	97	75	-24	284
COc1ccccc1OCCC(=O)OCC(=O)NC(=O)NC(C)(C)C	-1	5	4	-1	-2	0.9	-1	105	0	-4	235
O=C(NCc1ccc(F)cc1)c1cccc2c1C(=O)N(Cc1cccnc1)C2	-8	-2	-7	7	-2	-4.5	-7	102	5	7	28
Cc1c(NC(=S)N/N=C/C=C/c2ccc([N+](=O)[O-])cc2)c(=O)n(-c2ccccc2)n1C	4	0	21	3	0	-2.6	2	x	-6	-21	293
COCCC(=O)N1CCC(Oc2ccc(C(=O)NC3CCCCC3)cc2)CC1	-7	-1	22	-3	1	1.0	-4	121	x	-22	-11
COc1ccc(-c2nnnn2C)cc1S(=O)(=O)NCCc1ccccc1	8	3	-11	2	-1	2.4	12	98	1	11	25
CCN(CC)CCCNC(=O)c1cc2c(-c3cccc(OC)c3)nn(C)c2s1	-6	-10	19	-42	40	1.3	-7	91	9	-19	5
CCCOc1nc(N)c(C#N)c(-c2ccccc2F)c1C#N	3	7	10	-5	1	0.6	-4	97	-12	-10	x

Some of these compounds in order of their number in Mot1-301 SUMO, largest number first.
SMILES	PKA-R1A act	Arr AP2 block	SR-BI DiI inh	dFosB activator	NSD2 HMT inh	CDK5 inh	PKA-R2B act	Pemphigus Ab inh	MITF TRPM1 HTS	SR-BI uptake up	Mot1-301 SUMO
Cc1c(NC(=S)N/N=C/C=C/c2ccc([N+](=O)[O-])cc2)c(=O)n(-c2ccccc2)n1C	4	0	21	3	0	-2.6	2	x	-6	-21	293
CC(=O)c1c(C)[nH]c(C(=O)Nc2ccc(Cl)cc2F)c1C	-5	0	24	-8	-2	0.7	-4	97	75	-24	284
COc1ccccc1OCCC(=O)OCC(=O)NC(=O)NC(C)(C)C	-1	5	4	-1	-2	0.9	-1	105	0	-4	235
O=C(NCc1ccc(F)cc1)c1cccc2c1C(=O)N(Cc1cccnc1)C2	-8	-2	-7	7	-2	-4.5	-7	102	5	7	28
CCN(CC)CCCNC(=O)c1cc2c(-c3cccc(OC)c3)nn(C)c2s1	-6	-10	19	-42	40	1.3	-7	91	9	-19	5
COCCC(=O)N1CCC(Oc2ccc(C(=O)NC3CCCCC3)cc2)CC1	-7	-1	22	-3	1	1.0	-4	121	x	-22	-11
CS(=O)(=O)c1ccc2nc(NC(NC(=O)c3ccco3)(C(F)(F)F)C(F)(F)F)sc2c1	4	24	-26	-3	-3	1.8	6	104	3	26	-13

(next part)
SMILES	PKA-R1A act	Arr AP2 block	SR-BI DiI inh	dFosB activator	NSD2 HMT inh	CDK5 inh	PKA-R2B act	Pemphigus Ab inh	MITF TRPM1 HTS	SR-BI uptake up	Mot1-301 SUMO
CCCCn1c(N)c(N(CC(C)C)C(=O)CC2OC(=O)c3ccccc32)c(=O)[nH]c1=O (configuration not stated)	-2	12	-19	-11	-3	0.1	-4	104	0	19	25
Cc1[nH]c2ccccc2c1CCO	4	-8	10	-6	-2	-1.4	6	78	6	-10	113
COc1ccc(NS(=O)(=O)c2cccc(C(=O)NN=Cc3ccc(OC)cc3OC)c2)cc1	-9	6	52	26*	1	0.7	-12	87	4	-52	-3
CCCCCN(C(=O)NC(=O)Nc1nncs1)S(C)(=O)=O	4	30	-13	6	0	2.3	-1	85	0	13	2
CC(=O)c1ccc(-c2ccc(C(=O)Nc3nc(C)c(C(C)=O)s3)o2)cc1	9	19	50	-11	x	0.0	6	106	10	-50	15
ClCc1ncc(-c2ccc(Cl)cc2)o1	1	9	16	-8	-1	0.4	-4	101	-9	-16	-5
Cc1ccccc1S(=O)(=O)Nc1ncnc2ccccc12	-2	-3	-8	7	-3	-0.6	-2	x	1	8	1
CC(=O)c1sc(NC(=O)CCS(=O)(=O)c2ccc(Cl)cc2)nc1C	-2	-11	-12	21*	-2	1.2	0	101	11	12	1
CCN(CC)CCNC(=O)c1ccc2c(=O)n(C3CCCC3)c(=S)[nH]c2c1	-9	-8	-30	-3	31	-0.6	3	103	11	30	-10
COc1cccc(CNC(=O)CN2c3cccc4cccc(c34)S2(=O)=O)c1	-8	-25	-8	-16	-1	0.6	-8	96	-14	8	-10
Cc1cccc(-c2noc(-c3ccc(Cl)cc3[N+](=O)[O-])n2)c1	9	-2	18	-6	-3	-1.3	5	96	71	-18	1
CC(NC(=O)Nc1ccc(Cl)cc1)c1ccc2c(c1)OCO2 (configuration not stated)	-15	-1	-1	10	-5	-0.7	4	99	1	1	-14
O=C(NC(=S)NN1CCOCC1)c1cc(Br)ccc1Cl	-1	-4	-5	4	0	-0.7	-5	99	3	5	-8
CC(=O)Nc1ccc(NC(=O)CCOc2cc(C)ccc2C)cc1	4	39	14	-6	5	0.6	-6	86	-3	-14	-18
Cc1c(S(=O)(=O)NC(C)c2ccccc2)c(=O)n(C)c(=O)n1C (configuration not stated)	-1	21	-20	3	-1	0.5	5	119	3	20	11
COCCOC(=O)C1=C(C)NC(C)=C(C(=O)OCCOC)C1/C=C/c1ccccc1OC	4	14	14	-6	33	1.4	-4	109	-7	-14	-21
CCOC(=O)c1sc(NC(=O)CC(C)c2ccccc2)nc1C (configuration not stated)	-9	-3	23	5	-4	0.5	-4	115	-13	-23	-16
Cc1ccc(NC(=O)CNCc2cccs2)cc1Br	-11	5	2	-5	-4	-0.5	-3	98	16	-2	-4
O=C(NCc1cccnc1)Nc1ccc(Br)cc1Cl	0	-6	8	-9	-3	-1.1	-6	106	-7	-8	4
COc1ccc(C)cc1NC(=O)C(OC(=O)CNC(=O)c1ccc(Oc2ccccc2)cc1)c1ccccc1 (configuration not stated)	-4	0	12	-4	0	0.4	-4	102	5	-12	2
CCCC(C)C(=O)Nc1nnc(C)s1 (configuration not stated)	-10	-3	0	-1	-2	0.1	-8	100	x	0	-16

Screening data as filed in PubChem.
